# EPAC2 agonist = EPAC2 (human) agonism. Q8WZA2. EPAC2 activation, biochemical qHTS; response scale: 100% = 6.5 mM cAMP response. Potency, µM (titrated, usually from 154 µM), for inactives: at the top dose activation, hits mostly activators. 0.079% of 360,000 active; also: nearly all actives have a fitted effect of over 50% in size
#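 Setup: EPAC2 100 nM, labeled Rap1B complex 250 nM, free GDP 50 uM. Compound titrations pinned in, brief spin, 5 min room temperature incubation. Kinetic fluorescence read over 30 min, normalized to 6.5 mM cAMP.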
# PTHR1 agonist = PTHR1 (human) receptor agonism; Q03431; HEK293 GP2 PTHR1 cells, GloSensor cAMP luminescence, 1 h; Potency, µM (top dose mostly 115 µM), for the others: top-dose activation, actives largely listed as activators; 0.075% of 410,000 active; AID 743266; also: nearly all actives have a fitted effect of over 55% in size; some results filed as inactive show a strong effect at the top dose; inactives centre near -15; many of its hits are not listed in these tables
# Target sequence (Q03431 whole entry, looked up): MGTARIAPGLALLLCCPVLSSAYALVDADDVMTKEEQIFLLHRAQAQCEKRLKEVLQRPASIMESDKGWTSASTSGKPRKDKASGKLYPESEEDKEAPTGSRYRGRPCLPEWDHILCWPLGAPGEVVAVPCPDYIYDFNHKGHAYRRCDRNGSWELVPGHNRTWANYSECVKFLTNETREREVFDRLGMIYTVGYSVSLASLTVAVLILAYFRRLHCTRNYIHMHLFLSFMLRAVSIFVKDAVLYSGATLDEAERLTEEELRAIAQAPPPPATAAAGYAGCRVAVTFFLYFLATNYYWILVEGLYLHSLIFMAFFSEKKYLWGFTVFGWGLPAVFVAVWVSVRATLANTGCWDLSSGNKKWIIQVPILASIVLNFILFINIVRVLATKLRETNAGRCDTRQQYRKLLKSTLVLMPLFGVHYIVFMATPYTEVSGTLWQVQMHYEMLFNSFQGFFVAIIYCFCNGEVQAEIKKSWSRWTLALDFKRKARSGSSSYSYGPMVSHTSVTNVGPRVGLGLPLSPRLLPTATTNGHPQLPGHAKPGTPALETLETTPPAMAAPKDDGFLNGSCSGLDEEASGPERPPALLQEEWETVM
#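 HEK-293-derived GP2 cells expressing PTHR1 and a GloSensor cAMP reporter, 3,000/well, plated overnight, given luciferin plus IBMX (each 0.5 mM as added) for 1 h at 37 °C, then compound for 1 h at 37 °C. Luminescence was read after 15 min at room temperature.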
# FUS suppressor = rescues growth of FUS-expressing yeast. 0.24% of 390,000 active. Potency, µM (doses to about 76.6 µM), for the others: at the highest dose growth rescue (activation), usual class: activators. S. cerevisiae FUS-expressing, growth rescue, OD600, 24 h;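 also: plate controls were DMSO vehicle for no effect and reference control for full effect; nearly all actives have a fitted effect of over 55% in size; some results filed as inactive show a strong effect at the top dose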
#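 Galactose (2%) drives FUS expression in yeast precultured in raffinose; seeding density OD 0.005. Test compounds incubated 24hr at 30C and 99% humidity before absorbance at 600 nm was measured.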
# EPAC1 ag = EPAC1 (human) agonism; O95398; EPAC1 agonist qHTS, biochemical assay; response scale: 100% = response to 6.5 mM cAMP; Potency, µM (highest dose often 154 µM), for the others: at the top dose activation, most hits filed as activators; 0.073% of 360,000 active; AID 720707; also: nearly all actives have a fitted effect of over 60% in size
#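 Nucleotide exchange assay: 100 nM EPAC1 with 250 nM Rap1B loaded with BODIPY-GDP and 50 uM GDP, room temperature. Fluorescence (480/540 nm) read every 5 min for 30 min; signal change normalized to 6.5 mM cAMP as full agonist.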
# EPAC2 antag = EPAC2 (human) antagonism; 0.18% of 360,000 active; Potency, µM (titrated, usually from 114 µM), without a hit: at the highest dose activity, negative = inhibition, hits mostly inhibitors; Q8WZA2; EPAC2 GEF exchange of Rap1B-BODIPY-GDP, fluorescence; also: % is scaled to controls: 0 for no effect and ±100 for the full control effect; nearly all actives have a fitted effect of over 45% in size; many of its hits are not listed in these tables
# EPAC1 antag = EPAC1 (human) antagonism; 0.14% of 360,000 active; O95398; Potency, µM (doses to about 115 µM), inactives show top-dose activity change, negative = inhibition, most hits filed as inhibitors; EPAC1 GEF assay, Rap1b-BODIPY-GDP exchange fluorescence;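 also: plate controls were vehicle for no effect and positive control for full effect; nearly all actives have a fitted effect of over 50% in size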
# TDP-43 yeast inh = inhibitors of TDP-43 toxicity in yeast. TDP-43 expressing yeast growth rescue, BacTiter-Glo, 24 h. Potency, µM (titrated, usually from 46.1 µM), for the others: top-dose growth rescue (activation), usual class: activators. 1.8% of 410,000 active; also: % of control where 0% means no effect; nearly all actives have a fitted effect of over 50% in size
#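 Cell-based yeast growth screen: TDP-43 expression induced in galactose, inoculum OD600=0.02 after raffinose pregrowth to mid-log. Read-out BacTiter-Glo luminescence at 24 hr, 30 deg C; inhibition of toxicity seen as signal increase.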
# aSyn yeast inh = rescues yeast growth from alpha-synuclein toxicity | Potency, µM (doses to about 46.1 µM), for the others: at the top dose growth rescue (activation), most hits filed as activators | AID 652106 | 0.14% of 370,000 active | Yeast expressing alpha-synuclein, growth rescue, BacTiter-Glo, 24 h; also: % of control where 0% means no effect; nearly all actives have a fitted effect of over 65% in size
#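 Rescue of yeast growth: cells expressing toxic alpha-synuclein, induced in galactose at OD600 0.02, incubated with compound 24 h at 30 C. ATP luminescence quantified growth; inhibitors of toxicity appear as activators.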
# Numbers without * were called inactive; i = inactive; ? = inconclusive; . = not tested or not shown; [ ] = another dose, or the depositor's remark. Calls follow the shape of the dose curve; as a rule, active = well fitted curve in the direction sought with a large enough effect; inconclusive = small, poorly fitted or top-dose-only effect, or another doubt; inactive = no such curve, though single readings can be large; an effect the other way counts as inactive or inconclusive. Potency is read from the fitted curve at half-maximal effect. An excerpt; the hit share may differ from the screen's.
# Order of results: EPAC2 agonist, PTHR1 agonist, FUS suppressor, EPAC1 ag, EPAC2 antag, EPAC1 antag, TDP-43 yeast inh, aSyn yeast inh
O=C(CN(Cc1ccco1)C(=O)c1ccc(Cl)cc1)Nc1ccc(Cl)c(Cl)c1
  20%, -2%, -24%, 21%, 0%, -8%, -12%, -8%
Cc1cc(C)c2[nH]c(=O)c(C(c3nnnn3Cc3ccc4c(c3)OCO4)N3CCCC3)cc2c1 (configuration not stated)
  14%, i, 24%, -2%, -7%, -15%, -17%, -1%
CN(CC(=O)Nc1ccccc1C(F)(F)F)C(=O)c1ccc(N2C(=O)CCC2=O)cc1
  12%, i, 5%, 4%, -4%, -3%, -1%, 2%
COc1cccc2c1OC[C@@H](CO)[C@H]2N(C)C(=O)Nc1ccccc1
  0%, i, 13%, 0%, 3%, 3%, -14%, -1%
COc1ccc(N(CC(=O)NC2CCCCCCC2)S(=O)(=O)c2c(C)nn(C)c2C)cc1
  7%, i, 13%, -15%, -2%, ?, 10%, -1%
Cc1cc(C)c(C#N)c(OCc2ccc(Cl)nc2)n1
  8%, -66%[inhibitor], 8%, -3%, 4%, -18%, 21%, 19%
N=c1n(CCN2CCCCC2)c2ccccc2n1CC(=O)c1cccc([N+](=O)[O-])c1
  1%, i, 7%, 4%, 8%, 8%, -6%, 5%
Cc1cccc(NC(=O)c2oc3c(c2C)C(=O)CC(C)(C)C3)n1
  5%, i, ?, -14%, -2%, -29%, -16%, ?
O=C(NCc1ccc2c(c1)OCO2)C1CCCN1S(=O)(=O)c1ccc(F)cc1 (configuration not stated)
  -6%, 0%, 5%, 4%, -7%, 7%, 8%, -9%
c1csc(-c2nn3c(C4COc5ccccc5O4)nnc3s2)c1 (configuration not stated)
  6%, -18%, 12%, 13%, -2%, 1%, ?, -30%[inhibitor]
CC(C)c1ccc(NC(=O)CCCN2C(=S)NC(C)(C)CC2C)cc1 (configuration not stated)
  -2%, i, 28%, -3%, -8%, -29%, ., -10%
O=C(c1cnsn1)N1CCN(c2ccccn2)CC1
  -4%, -10%[57.5 µM], 15%, 10%, -9%, 0%, -7%, -1%
Cc1ccccc1NC(=S)NCC(c1cccnc1)N1CCOCC1 (configuration not stated)
  -4%, i, -11%, 5%, 2%, -17%, 5%, 1%
COC(=O)[C@]12CCCCC=C1N(Cc1cccc3ccccc13)C(=O)[C@H](CC(=O)NCc1cccc3ccccc13)C2
  8%, 22%, ?, 3%, 6%, -16%, 17%, 12%
CCCNC(=O)C(Cc1ccccc1)NS(=O)(=O)c1cccc2nsnc12 (configuration not stated)
  4%, -24%, 15%, 9%, -5%, 20%, 6%, -2%
COC(=O)CN1C(=O)Nc2ccc(Cl)cc2C1c1ccccc1 (configuration not stated)
  13%, -71%[inhibitor], 7%, 1%, ?, -11%, -2%, 9%
Cc1cccc(C)c1NC(=O)C1(N2C(=O)CC2c2ccccc2)CCCCC1 (configuration not stated)
  4%, -3%, 12%, -4%, -20%, 13%, -24%[0.397 µM], 1%
CCOC(=O)c1c(NC(=O)CSc2nnc(-c3c[nH]c4ccccc34)n2CC)sc2c1CCCC2
  1%, -1%, ?, 2%, -4%, 6%, 11%, 0%
COc1ccc(OCCOC(=O)Nc2ccccc2)cc1
  5%, -17%[57.5 µM], 21%, -4%, -1%, 5%, 21%, 4%
C=CCSc1nc2c(N)ncnc2n1C1OC(CO)C(O)C1O (configuration not stated)
  9%, i, -18%, 0%, 9%, 0%, 12%, -1%

# 3 compounds from above, arranged by heavy-atom count, rising.
# Order of results: EPAC2 agonist, PTHR1 agonist, FUS suppressor, EPAC1 ag, EPAC2 antag, EPAC1 antag, TDP-43 yeast inh, aSyn yeast inh
COC(=O)CN1C(=O)Nc2ccc(Cl)cc2C1c1ccccc1 (configuration not stated)
  13%, -71%[inhibitor], 7%, 1%, ?, -11%, -2%, 9%
CN(CC(=O)Nc1ccccc1C(F)(F)F)C(=O)c1ccc(N2C(=O)CCC2=O)cc1
  12%, i, 5%, 4%, -4%, -3%, -1%, 2%
CCOC(=O)c1c(NC(=O)CSc2nnc(-c3c[nH]c4ccccc34)n2CC)sc2c1CCCC2
  1%, -1%, ?, 2%, -4%, 6%, 11%, 0%

# Next part
# Order of results: EPAC2 agonist, PTHR1 agonist, FUS suppressor, EPAC1 ag, EPAC2 antag, EPAC1 antag, TDP-43 yeast inh, aSyn yeast inh
C#CCN1C(=O)C(O)(c2c(C)[nH]c3ccccc23)c2ccccc21 (configuration not stated)
  0%, i, 33%, -7%, 14%, -12%, -1%[1.82 µM], -5%
CCOc1ccc(CCNC(=O)C2CCCN(S(=O)(=O)N3CC(C)CC(C)C3)C2)cc1OCC (configuration not stated)
  -15%, -9%, 20%, -10%, 13%, -14%, -4%, 0%
Cc1ncc(S(=O)(=O)c2ccccc2)c(-c2ccccc2Cl)n1
  -7%, i, 7%, 6%, 0%, 10%, 18%, 1%
NNC(=O)CNC(=O)c1ccccc1F
  1%, i, 15%, -5%, -3%, -12%, -6%, 0%
CC(C)COc1ccc(CNC(=S)Nc2ccccc2)cc1Cl
  -4%, -26%, 8%, 5%, -27%, -19%, ?, 2%
CCN(CC(=O)Nc1c(F)cccc1F)C(=O)C1CCN(S(=O)(=O)c2ccc(F)cc2)CC1
  4%, i, 9%, -5%, 13%, -5%, 12%, 0%
COc1ccc(C(=O)CSc2nnc3ccc(-c4ccccn4)nn23)cc1
  2%, i, -4%, 2%, 5%, ?, 7%, -12%
COc1cc2cc(C(c3nnnn3C3CCCC3)N3CCCCCC3)c(=O)[nH]c2cc1OC (configuration not stated)
  -5%, i, 37%, 3%, 3%, 7%, -17%, 9%
O=C(CN1C(=O)NC(Cc2ccccc2)C1=O)Nc1ccc(F)c(F)c1F (configuration not stated)
  7%, i, ., -4%, 5%, 8%, 9%, 5%
COc1cccc(NC(C(=O)Nc2cccc(C(C)=O)c2)c2ccccc2)c1 (configuration not stated)
  7%, i, 45%, 11%, -2%, -24%, 4%, 0%
COCCn1c(N)c(N(Cc2ccccc2)C(=O)Cc2c(Cl)cccc2Cl)c(=O)[nH]c1=O
  6%, -5%, 0%, 2%, 4%, -9%, -12%, -3%
CSCCC(NS(=O)(=O)c1ccc(C)cc1)C(=O)N1CC=C(c2ccccc2)CC1 (configuration not stated)
  -6%, -1%, 6%, -4%, 13%, 2%, 7%, -2%
COc1ccc(OC)c(Nc2cc(C)nc3ccccc23)c1
  1%, -2%[57.5 µM], 21%, 0%, -3%, 0%, -6%, 1%
C=C(C)COc1ccc(-c2[nH]ncc2Oc2cccc(OC)c2)c(O)c1
  17%, -3%[57.5 µM], 34%, 12%, -22%, -29%, -89%[inhibitor], -58%[inhibitor]
CC(NC(=O)C(=O)N/N=C\c1cccc([N+](=O)[O-])c1)c1ccccc1 (configuration not stated)
  8%, -59%[inhibitor], 2%, 3%, 8%, -8%, 17%, 0%
O=c1[nH]c(CSc2nnc(Cc3ccccc3)o2)nc2ccccc12
  11%, i, 16%, 6%, 2%, 0%, -21%, -1%
Nn1c(SCC(=O)Nc2ccc(F)cc2F)nnc1-c1cccnc1
  -1%, -10%[57.5 µM], 13%, -2%, 11%, 8%, -11%, -11%
O=C(CCl)Nc1ccc(Sc2ccc(NC(=O)CCl)cc2)cc1
  3%, -70%[inhibitor], 40%, -7%, -2%, ?, -10%, 1%
COc1ccc(N2CC(NC(=O)NCCC(C)C)CC2=O)cc1 (configuration not stated)
  -3%, -22%, ., -6%, -12%, -18%, -22%, 1%
COC(=O)C1(Cc2cc(-c3ccc(Cl)cc3)no2)CCN(C(=O)OC(C)(C)C)CC1
  14%, -69%[inhibitor], 41%, -5%, -1%, -15%, 7%, 18%
CCOC(=O)c1c(-c2ccccc2)csc1NC(=O)CCN1C(=O)c2ccccc2C1=O
  0%, i, ., -2%, 13%, 2%, 0%, 1%
COc1ccc(-c2noc(-c3csc([C@@H]4C[C@H](O)[C@@H](CO)O4)n3)n2)cc1OC
  1%, -25%, -4%, -6%, 3%, -15%, 0%, -2%
COc1cc(O)c2c(c1)OC(C)(C)CC2=O
  -3%, -3%, 6%, 8%, -10%, -3%, 6%, 0%
O=C(O)c1nccnc1C(=O)NCCc1c[nH]c2ccccc12
  8%, -6%, -12%, 5%, -2%, 7%, 14%, 11%
CCc1ccc(-n2c(C)cc(/C=N/NC(=O)OC)c2C)cc1
  4%, -27%, ?, -5%, 6%[57.1 µM], 3%, -7%, 1%
CCN(c1ccccc1)S(=O)(=O)c1ccc(Cl)c(NC(=O)COC(=O)c2ccc(Cl)c(N)c2)c1
  3%, -13%, ., 14%, -13%, -14%, 7%, -1%
O=C1CCCC(O)=C1N=Nc1ccc(S(=O)(=O)N2CCOCC2)cc1
  6%, i, -1%, -8%, 12%, -11%, 12%, 6%
COc1ccc(CCNC(=O)CN2CCN(Cc3ccc(F)cc3)C2=O)cc1OC
  14%, i, -6%, 2%, 1%, 3%, 13%, -6%
Cc1ccc(CSC2=Nc3ccccc3C3=NC(=O)CN23)cc1
  -5%, -47%[inhibitor], -5%, -7%, -8%, -1%, 10%, 7%
O=C(/C=C/c1cccc([N+](=O)[O-])c1)c1cccs1
  5%, -36%[inhibitor], 11%, -6%, -10%, ?, -26%[0.397 µM], 12%
O=C(CSc1ncnc2sccc12)NC1CCS(=O)(=O)C1 (configuration not stated)
  3%, i, 3%, 2%, -7%, -16%, ?, 5%
CCOC(=O)C1(C)CCCCCN1C(=O)c1ccc(OC)cc1 (configuration not stated)
  2%, -3%, 8%, 7%, -11%, -1%, 15%, -2%
O=C(COc1coc(CN2CCc3ccccc32)cc1=O)NCCc1ccccc1
  -11%, -8%, 22%, 3%, 3%, 16%, 18%, -2%
COc1cccc(CNC(=O)C2CCN(S(=O)(=O)c3ccc(Br)s3)CC2)c1
  11%, -5%, 19%, 15%, -6%, 3%, ?, ?
c1ccc2c(C(c3nnnn3-c3ccc4c(c3)OCCO4)N3CCCC3)ccnc2c1 (configuration not stated)
  -1%, -66%[inhibitor], -1%, -4%, -1%, -16%, 12%, -5%
COc1ccccc1NC(=O)c1ccc2c(c1)N(CC#N)C(=O)C(C)(C)O2
  2%, -95%[inhibitor], -15%, -2%, -1%, 4%, -17%, -1%
Fc1ccccc1-c1nc2nc3ccccc3nc2n1CC1CCCO1 (configuration not stated)
  3%, i, 2%, 2%, -3%, -6%, 17%, 7%
Cc1cc(O)c(/C=N/Nc2cccc(Cl)c2)c(=O)o1
  -10%, -11%, 40%, 4%, -4%, 9%, 3%, 14%
O=C(CSc1nnc(-c2ccccc2F)n1C1CC1)NC(=O)c1cccc([N+](=O)[O-])c1
  0%, -9%, ., -9%, 18%, 14%, 1%, 8%
COc1ccc(NC(=S)NNC(=O)CCn2cc([N+](=O)[O-])cn2)cc1
  -1%, -17%, 9%, 8%, 1%, -23%, -23%, -1%
